# PLC-beta3 inh – inhibitors of human phospholipase C beta3 | Q01970 | Purified PLC-beta3, fluorogenic substrate, fluorescence | inhibition, % at 12.2 µM | 0.18% of 370,000 active | AID 720704; in the data active = inhibition above about 11%;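 also: 0% = median of compound wells on plate and 100% = full blocker control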
# Tn7 DDE FP – inhibitors of Tn7 peptide binding to human fibrin DD(E); P02675; FP displacement of FITC-Tn7 peptide from fibrin DD(E); 0% = median of compound wells per plate; inhibition, % at 8.3 µM; 0.13% of 370,000 active; AID 720508;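 active = inhibition above the mean of compounds falling within the control limits plus 3 SD of them, cut at about 14% in these data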;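 also: 0% = plate median of compound wells and 100% = 10 µM Aha-Tn7 peptide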
#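 Also added: labelled Tn7 tracer, 0.1 µM; Assay system: human fibrin DD(E) protein; Amount: 2 µM fibrin DD(E); Schedule: 10 min compound pre-incubation, 3 h probe incubation at room temperature; Repeats: one replicate per compound; Read-out basis: percent inhibition; Measured by: fluorescence polarization of the labelled Tn7 tracer.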
# ADAM10 inh – inhibits human ADAM10; AID 720582; 0.62% of 370,000 active; recombinant ADAM10, EDANS/DABCYL FRET peptide cleavage, 3 h; inhibition, % at 7 µM; O14672;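 active = inhibition above a per-campaign cutoff equal to the mean of compounds falling between control-based bounds plus 3 SD, cut at about 20% in these data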;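 also: 0% = DMSO wells while the 100% control is not disclosed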
# TDP2 inh – blocks human TDP2 phosphodiesterase activity. O95551. recombinant TDP2, T5PNP hydrolysis, p-nitrophenol absorbance 415 nm. inhibition, % at 12.8 µM. 0.34% of 370,000 active. AID 720702;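 active = inhibition above the mean of all tested compounds plus 3 SD, set per campaign, cut at about 25% in these data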;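 also: 0% = DMSO with enzyme and 100% = buffer with substrate but no TDP2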
#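 Test system: human TDP2 enzyme; Input: 120 nM TDP2 per well; Buffer or medium: Mg2+-containing Tris-HCl buffer, pH 7.5; Reagent: 5 mM T5PNP; Dosing: 12.8 µM single point, 1% DMSO; Incubation: reaction 2 h, 37 °C; Detection: p-Nitrophenol epi absorbance; Read-out: % inhibition relative to enzyme-containing and enzyme-free wells; Replicates: single well per compound.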
# ARFGAP1 inh – inhibits rat ARF GTPase activating protein 1; Q62848; Arfgap1-stimulated ARF1 GTP hydrolysis, GDP FP detection; inhibition, % at 16.5 µM; 0.26% of 360,000 active; AID 651572;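 active = inhibition above a per-plate limit, mean inhibition of low control wells plus 3 SD, cut at about 25% in these data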;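 also: 0% = DMSO wells with enzyme and 100% = wells lacking Arfgap1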
#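 Assay system: Rat Arfgap1 GAP domain (His6, aa 1-136), purified enzyme | Buffer or medium: HEPES 25 mM pH 7.5, NaCl 150 mM, MgCl2, DTT | Schedule: GTP hydrolysis reaction 2 h at 25 °C | Signal: FP of antibody-bound GDP Alexa 633 tracer, ex 620/em 688 nm | Measure: Percent inhibition of Arfgap1-stimulated GTP hydrolysis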
# PLC-gamma1 inh – inhibitors of human phospholipase C gamma1. P19174. purified PLC-gamma1, fluorogenic substrate, fluorescence. inhibition, % at 12.2 µM. 0.84% of 370,000 active. AID 720700; in the data active = inhibition above about 9.5%
# Target sequence (P19174 whole entry, looked up): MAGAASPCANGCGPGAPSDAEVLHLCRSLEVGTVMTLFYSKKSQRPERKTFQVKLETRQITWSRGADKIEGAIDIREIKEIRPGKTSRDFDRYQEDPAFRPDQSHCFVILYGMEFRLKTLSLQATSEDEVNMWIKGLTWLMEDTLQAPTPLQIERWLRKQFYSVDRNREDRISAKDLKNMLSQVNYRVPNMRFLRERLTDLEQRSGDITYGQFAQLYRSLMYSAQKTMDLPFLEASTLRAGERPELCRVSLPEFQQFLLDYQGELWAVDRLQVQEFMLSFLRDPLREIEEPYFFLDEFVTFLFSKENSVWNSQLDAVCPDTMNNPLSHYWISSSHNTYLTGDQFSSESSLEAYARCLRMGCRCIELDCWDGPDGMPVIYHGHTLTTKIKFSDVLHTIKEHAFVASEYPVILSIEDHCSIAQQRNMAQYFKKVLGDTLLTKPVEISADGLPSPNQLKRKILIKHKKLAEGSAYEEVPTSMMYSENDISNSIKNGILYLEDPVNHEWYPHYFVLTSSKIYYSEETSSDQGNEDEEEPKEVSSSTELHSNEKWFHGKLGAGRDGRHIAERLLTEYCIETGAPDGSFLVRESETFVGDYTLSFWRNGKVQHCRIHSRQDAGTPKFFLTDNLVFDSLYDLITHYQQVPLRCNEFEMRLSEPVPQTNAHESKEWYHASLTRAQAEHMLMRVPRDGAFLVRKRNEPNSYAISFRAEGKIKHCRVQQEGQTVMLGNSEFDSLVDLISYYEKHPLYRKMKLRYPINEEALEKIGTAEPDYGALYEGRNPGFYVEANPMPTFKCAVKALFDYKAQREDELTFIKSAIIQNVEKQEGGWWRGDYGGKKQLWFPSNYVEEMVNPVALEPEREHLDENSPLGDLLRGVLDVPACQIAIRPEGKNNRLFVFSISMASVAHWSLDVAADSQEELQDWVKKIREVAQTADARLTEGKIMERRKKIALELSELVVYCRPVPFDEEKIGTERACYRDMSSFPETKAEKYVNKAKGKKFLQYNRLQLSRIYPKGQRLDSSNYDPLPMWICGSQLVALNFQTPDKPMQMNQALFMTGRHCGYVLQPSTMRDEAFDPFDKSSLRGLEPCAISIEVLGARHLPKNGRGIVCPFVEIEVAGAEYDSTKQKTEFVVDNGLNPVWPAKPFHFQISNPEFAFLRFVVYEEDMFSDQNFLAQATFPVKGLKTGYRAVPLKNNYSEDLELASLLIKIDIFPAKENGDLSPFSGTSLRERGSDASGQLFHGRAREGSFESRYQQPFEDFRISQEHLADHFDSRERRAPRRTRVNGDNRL
# ASAP1 inh – blocks human ASAP1-stimulated Arf1 GTP hydrolysis; 0.19% of 360,000 active; inhibition, % at 16.5 µM; GDP FP detection; Q9ULH1; in the data active = inhibition above about 25%;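 also: 0% = vehicle with enzyme and substrate and 100% = no enzyme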
# ADAM17 inh – inhibitors of human ADAM17; P78536; recombinant ADAM17, EDANS/DABCYL FRET peptide cleavage; inhibition, % at 6.95 µM; 0.83% of 370,000 active; AID 720648;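 active = inhibition above the mean of compounds lying between control limits plus 3 SD, set per campaign, cut at about 8.5% in these data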;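 also: 0% = DMSO-only wells as the low control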
# SIAE primary – inhibitors of human sialic acid acetylesterase SIAE; Q9HAT2; SIAE FP-Rh probe binding, fluorescence polarization; inhibition, % at 9.66 µM; 0.69% of 370,000 active;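 active = inhibition above a cutoff: mean of compounds within the control limits plus 3 SD of those, cut at about 17% in these data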;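 also: 0% = plate median of compound wells and 100% = probe without SIAE protein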
# Tn6 DDE FP – inhibitors of Tn6 peptide binding to human fibrin DD(E). AID 720509. 0.21% of 370,000 active. Fibrin DD(E) TRITC-Tn6 fluorescence polarization displacement. P02675. inhibition, % at 8.3 µM;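 active = inhibition above a per-campaign cutoff: mean of compounds within control limits plus 3 SD, cut at about 15% in these data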;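 also: 0% = median of all compound wells on the plate and 100% = blocking peptide control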
# * = called active by the depositor; i = inactive; · = no result given.
1: CCc1ccc(NC(=O)C(=O)N/N=C(\C)CC(=O)Nc2ccc(OC)cc2)cc1
2: O=C(CN1CCN(S(=O)(=O)c2ccc(C(F)(F)F)cc2)CC1)N1CCNC1=O
3: CCC(Cc1ccccc1)NC(=O)CN1C(=O)CSc2ncccc21 (stereo not drawn)
4: O=C(C[C@H]1C/C=C\CC[C@H](Cc2ccc(F)cc2)C(=O)O[C@H](c2ccccc2)CNC1=O)N[C@H](CO)Cc1ccccc1
5: Clc1cccc(-c2nc3nc4ccccc4nc3n2Cc2ccco2)c1
6: COC(=O)c1cc2c(-c3ccccc3)cc3ccccn3c-2c1C(=O)OC
7: CCOC(=O)c1c(C)[nH]c(C(=O)NCC(c2ccco2)N2CCCCC2)c1C (stereo not drawn)
8: O=C(NCc1cn2ccccc2n1)c1ccco1

Compound	1	2	3	4	5	6	7	8
PLC-beta3 inh	-3.7	-0.5	3.5	0.1	-132.7	-78.9	-5.8	-2.4
Tn7 DDE FP	6.2	5.0	-4.8	3.0	-4.8	-0.9	1.1	-2.7
ADAM10 inh	-4.3	-8.8	-1.3	-0.7	-420.3	-53.8	-0.6	-4.8
TDP2 inh	-3.0	4.0	-12.8	-2.6	2.1	-1.2	5.0	2.3
ARFGAP1 inh	6.6	-5.6	9.9	13.6	12.2	-3.7	-13.1	0.0
PLC-gamma1 inh	0.4	-0.8	1.7	2.0	-102.4	-61.0	1.3	-1.5
ASAP1 inh	8.8	2.4	4.9	2.1	8.1	0.3	-10.7	-5.7
ADAM17 inh	1.1	-5.0	-1.6	-1.5	-132.6	-16.4	-1.2	-1.1
SIAE primary	11.7	16.1	-0.8	-5.7	-12.1	-5.2	-4.4	10.8
Tn6 DDE FP	-0.3	12.1	-2.0	-3.5	-0.9	7.0	-2.2	-0.4

# 2 compounds drawn at random from the list so far:
2: O=C(CN1CCN(S(=O)(=O)c2ccc(C(F)(F)F)cc2)CC1)N1CCNC1=O
8: O=C(NCc1cn2ccccc2n1)c1ccco1

Compound	2	8
PLC-beta3 inh	-0.5	-2.4
Tn7 DDE FP	5.0	-2.7
ADAM10 inh	-8.8	-4.8
TDP2 inh	4.0	2.3
ARFGAP1 inh	-5.6	0.0
PLC-gamma1 inh	-0.8	-1.5
ASAP1 inh	2.4	-5.7
ADAM17 inh	-5.0	-1.1
SIAE primary	16.1	10.8
Tn6 DDE FP	12.1	-0.4

# Further results.
9: O=C(N/N=C/c1ccccn1)c1c[nH]c2ccccc12
10: CCCC[C@@H]1CNC(=S)N1CCc1cccc2ccccc12
11: COc1cc(/C=C(\C#N)c2nc3ccc(C)cc3[nH]2)c([N+](=O)[O-])cc1OC
12: CCOc1cc(C(=O)N(CC)CC(=O)Nc2c(F)cccc2F)ccc1OCC(=O)N1CCCCC1
13: Cc1cccc(C)c1OCC(=O)OCC(=O)c1ccc2c(c1)NC(=O)CO2
14: NC(=O)[C@H](Cc1cc2ccccc2s1)NC(=O)[C@@H]1CC2(CC(c3cccc(NC(=O)[C@@H]4CCC(=O)N4)c3)=NO2)CN1C(=O)c1ccccc1 (stereo partly drawn)
15: COc1ccc(CNC(=O)CN2C(=O)NC(C)(c3ccc(C(C)(C)C)cc3)C2=O)cc1 (stereo not drawn)
16: CCN1CCN(Cc2nc3c(c(=O)[nH]c(=O)n3C)n2Cc2ccccc2Cl)CC1

Compound	9	10	11	12	13	14	15	16
PLC-beta3 inh	-8.0	-0.5	-271.6	-5.8	-5.0	-1.5	-5.1	-1.5
Tn7 DDE FP	-3.6	-0.4	1.6	-1.7	7.6	-1.1	7.3	-0.3
ADAM10 inh	-13.1	12.4	-18.4	-15.9	4.6	-5.0	-0.1	-13.2
TDP2 inh	-12.0	9.5	6.8	-2.8	5.2	-1.6	10.2	2.4
ARFGAP1 inh	-4.7	-2.8	1.0	-4.0	-1.6	-0.4	-15.8	-8.9
PLC-gamma1 inh	-2.2	3.2	-236.8	2.0	-0.7	0.0	0.5	-0.7
ASAP1 inh	-2.8	5.5	-0.3	-15.6	-1.5	2.3	2.9	7.7
ADAM17 inh	-3.2	-0.9	-12.3	-0.8	-2.1	-0.1	-1.5	-5.4
SIAE primary	-6.4	-0.6	7.3	0.6	4.1	-6.2	4.2	0.3
Tn6 DDE FP	-11.3	-4.3	-4.8	-6.0	-5.3	-6.1	2.5	-1.4

17: COc1ccc(NC(=O)N(C)C[C@H]2Oc3ccc(NS(=O)(=O)c4cccs4)cc3C(=O)N([C@H](C)CO)C[C@@H]2C)cc1
18: COc1ccc(S(=O)(=O)NC(C)c2ccc3c(c2)OCCO3)cc1 (stereo not drawn)
19: O=C(CSc1nncn1-c1ccccc1)Nc1c(F)cccc1F
20: c1ccc(CCNC2=NCCCS2)cc1
21: CCOC(=O)C1CCCN(CC(=O)NC2=Nc3ccccc3N=C(C)C2c2ccccc2)C1 (stereo not drawn)
22: O=c1c2ccccc2c(=O)n2n1Cc1ccccc1C2
23: CCC/C(=N\NC(=O)c1cccc(C)c1)c1ccccc1
24: CCOC(=O)C(O)(CC(=O)c1ccc(Cl)cc1)C(=O)OCC

Compound	17	18	19	20	21	22	23	24
PLC-beta3 inh	5.8	-0.6	-9.2	3.9	-3.6	-5.2	1.0	-0.7
Tn7 DDE FP	-2.4	4.0	-1.4	4.0	2.6	4.3	-1.7	-8.3
ADAM10 inh	5.5	-7.6	-8.8	5.5	8.3	-9.5	11.2	-0.6
TDP2 inh	-11.0	8.9	-5.2	3.4	-7.2	1.1	-4.8	3.4
ARFGAP1 inh	0.2	9.5	8.3	1.1	4.1	-3.0	3.3	0.6
PLC-gamma1 inh	2.8	0.0	-0.2	1.4	-1.8	0.4	0.6	3.4
ASAP1 inh	-4.2	-15.5	2.2	2.5	-4.1	3.5	-10.2	3.7
ADAM17 inh	1.8	-1.4	3.5	0.9	-1.8	-0.9	3.2	-0.9
SIAE primary	1.2	6.4	0.6	2.1	-3.4	-0.4	0.2	3.5
Tn6 DDE FP	6.2	1.0	-6.1	3.0	-1.7	-1.6	-6.1	2.9

# The final 2 compounds of the part before open the next one:
23: CCC/C(=N\NC(=O)c1cccc(C)c1)c1ccccc1
24: CCOC(=O)C(O)(CC(=O)c1ccc(Cl)cc1)C(=O)OCC
25: CCCc1nc2oc(C(=O)OCC)c(N)c2c2c1COC(C)(C)C2
26: CC(NC(=O)NC(=O)c1cccc(Cl)c1)c1ccccc1 (stereo not drawn)
27: CN(CCO)c1ccc(-c2n[nH]c(=O)c3ccccc23)cc1[N+](=O)[O-]
28: COc1ccc(N(CC(=O)NCc2ccc(F)cc2)S(=O)(=O)c2c(C)noc2C)cc1
29: Cc1onc(-c2ccccc2)c1C(=O)NC(C)c1ccc2c(c1)OCO2 (stereo not drawn)
30: CC(NC(=O)COC(=O)/C(=C/c1cccs1)c1cccs1)c1ccccc1 (stereo not drawn)
31: O=S(=O)(c1cccs1)N1CN(Cc2ccco2)c2nc3ccccc3nc21
32: CCSc1nnc([C@H](Cc2ccccc2)NC(=O)OC(C)(C)C)o1

Compound	23	24	25	26	27	28	29	30	31	32
PLC-beta3 inh	1.0	-0.7	i	-4.0	3.8	-5.7	-5.4	1.4	-42.9	-1.7
Tn7 DDE FP	-1.7	-8.3	3.2	-2.3	2.2	-5.6	-7.2	1.9	2.6	-4.5
ADAM10 inh	11.2	-0.6	-408.6	-5.0	-4.5	-8.5	4.1	11.3	-137.7	-5.8
TDP2 inh	-4.8	3.4	-2.6	-7.0	-1.6	1.4	-3.4	-8.8	0.2	-5.7
ARFGAP1 inh	3.3	0.6	-2.5	11.6	2.2	5.9	4.1	-5.0	-3.5	-0.4
PLC-gamma1 inh	0.6	3.4	-438.9	1.2	-0.5	-1.4	0.7	-0.7	-26.5	-2.7
ASAP1 inh	-10.2	3.7	-10.6	8.8	-0.6	2.9	-15.3	-0.2	-8.4	-4.1
ADAM17 inh	3.2	-0.9	-101.2	-1.8	-5.6	-1.4	-3.8	7.0	-47.7	-2.1
SIAE primary	0.2	3.5	6.4	3.4	-7.7	-0.1	2.3	-1.5	12.2	-2.7
Tn6 DDE FP	-6.1	2.9	5.0	-3.2	4.3	-9.4	6.6	0.3	3.1	-0.8

33: COc1ccc(OC)c(NC(=O)c2cccc3c2C(=O)N(C2CCCCC2)C3)c1
34: O=C(NCCc1nc(-c2ccccc2Cl)no1)c1ccccc1
35: COc1cc(S(=O)(=O)NCCCn2ccnc2)ccc1F
36: COc1cccc(C(NC(C)=O)c2nc(-c3cccc(F)c3)cs2)c1 (stereo not drawn)
37: CCCCOCCCNC(=O)C[C@@H]1C[C@]2(C(=O)OCC)CCC3=C2N(CCC3)C1=O
38: Cc1c(N=NC2=C(O)CC(C)(C)CC2=O)cc2c(c1[N+](=O)[O-])C(C)(C)CC2(C)C
39: Cc1cccc2c3c([nH]c12)CCN(C)C3
40: Cc1c(C=Nc2ccc(S(=O)(=O)CCO)cc2)c(O)[nH]c(=O)c1C#N
41: Nc1cc(N)nc(SCC(=O)Nc2ccc3c(c2)OCCCO3)n1
42: O=C(NCCCN1CCCCC1)C1CCC(CNS(=O)(=O)c2cccc3nsnc23)CC1 (stereo not drawn)
43: COc1cc([N+](=O)[O-])ccc1N1C(=O)C2C3C=CC(C4CC34)C2C1=O (stereo not drawn)

Compound	33	34	35	36	37	38	39	40	41	42	43
PLC-beta3 inh	-0.8	6.2	-1.0	0.1	2.9	-6.2	-12.2	-20.3	1.7	-1.4	0.0
Tn7 DDE FP	1.9	-1.4	-11.2	-3.0	-7.3	-6.0	-2.0	-1.5	-4.9	-6.3	-3.3
ADAM10 inh	4.4	-8.7	-2.4	-20.0	0.2	-4.3	-16.4	-7.1	4.7	1.1	-6.4
TDP2 inh	-13.2	-6.7	-2.7	2.1	8.2	5.6	3.5	3.1	-0.8	-12.2	7.1
ARFGAP1 inh	-0.2	7.2	-3.5	9.6	·	2.0	0.1	9.6	5.0	-7.4	2.4
PLC-gamma1 inh	0.3	7.2	1.2	-0.2	1.2	-1.8	-3.1	-8.9	1.0	10.3*	1.2
ASAP1 inh	-2.8	8.4	-10.4	5.7	·	-7.3	6.8	8.2	-18.1	-10.5	7.0
ADAM17 inh	-5.4	-1.4	-0.2	6.6	-1.6	-3.9	-4.4	0.0	-2.1	0.0	0.2
SIAE primary	7.3	-2.4	1.2	1.2	-1.8	-3.2	0.0	1.8	5.5	-12.6	-5.6
Tn6 DDE FP	7.5	-7.8	-8.4	-2.7	-0.9	-5.6	4.3	-3.5	5.0	-4.2	0.8

# Compound activity: PubChem BioAssay, The Scripps Research Institute Molecular Screening Center
